Screening results: PubChem, Broad Institute
EWS-Fli inh = inhibitors of EWS/Fli oncoprotein transcriptional activity; 350,000 tested, 0.67% active; A673 NR0B1-luciferase reporter, viability-normalised; inhibition, % at 12.6 µM;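 active means mean inhibition of at least 50% after viability correction, with every replicate also passing that limit; inconclusive means mean reaches 50% but only one of two replicates passes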;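 further: firefly luciferase signal divided by Alamar Blue viability fluorescence both relative to DMSO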
miR-122 sensor = inhibitors of miR-122 in Huh7 cells | 340,000 tested, 0.3% active | Huh7 miR-122 Renilla luciferase sensor, 48 h; neutral wells = 0, positive control = 100 | activation (reporter increase), % at 12.5 µM;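 active means mean replicate activation score at least 90 and every replicate individually at or above 90; inconclusive means only one of the two criteria met; inactive means neither criterion met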;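 further: higher luciferase means less miR-122 activity so hits act as miR-122 inhibitors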
FN deposition inh = fibronectin deposition inhibition | inhibition, % at 12.6 µM | AH1F fibroblasts, Alexa488-fibronectin deposition fluorescence, overnight | 350,000 tested, 0.086% active;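 active means mean inhibition across replicates of 30% or more, regardless of how many single replicates reach that level; inconclusive means mean under 30% yet at least half of replicates reach 30%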;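 further: positive control wells lacked labelled fibronectin entirely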
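material = AH1F fibroblast monolayer depositing Alexa488-labelled fibronectin into matrix | amount = 10000 AH1F cells/well | buffer or medium = DMEM plus 2% serum, read in PBS | incubation = 1 h cell adhesion before compound, then overnight fibronectin incubation | detection = fluorescence at 485 nm excitation, 525 nm emission | evaluation = percent inhibition as loss of matrix-bound fibronectin fluorescence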
DENV2 CPE rescue = inhibitors of DENV2 cytopathic effect | CPE inhibition, % at 9.99 µM | 350,000 tested, 1.7% active | AID 651640 | DENV2-infected cells, cytopathic effect rescue, plate reader; in the data active means CPE inhibition above about 20%, passing the limit was not always enough; inconclusive means no clear call, values can overlap the other calls; tested in BHK-21 cells;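 further: 0% = median of neutral control wells and 100% = median of positive control wells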
INS-1E GSIS act = GLuc luminescence reporter in INS-1E cells, primary screen for activators of glucose-dependent secretion of insulin; INS-1E GLuc reporter insulin secretion, 2-3 h; activation, % at 16.6 µM; 370,000 tested, 0.61% active; AID 743287;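 active means lowest replicate activation of at least 40%, so every replicate reaches that level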;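 further: 0% = median of neutral control wells and 100% = median of IBMX positive control wells; some compounds called inactive have numbers as strong as hits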
F508del corr = correctors of CFTR F508del function in bronchial epithelial cells. activity (quench increase), % at 7.58 µM. 350,000 tested, 0.36% active. AID 720511. CFBE cells, YFP halide quenching; stimulated with forskolin plus potentiator P3; % fluorescence drop versus neutral controls;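 active means mean added fluorescence quench of at least 8% versus neutral control, with both replicates also reaching 8%; inconclusive means only one of the mean or replicate conditions met; inactive means mean below 8% and not both replicates reaching 8%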;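 further: cells transiently co-express mutant CFTR-F508del with the halide-sensitive YFP; corrector assay measuring rescue of mutant channel to the surface after 24 h compound exposure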
PAX8 inh HTS = PAX8 transcriptional activity inhibition | RMG-I TPO-luciferase reporter, SteadyGlo, 24 h | inhibition, % at 12.6 µM | 360,000 tested, 1.2% active;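 active means mean replicate inhibition at least 60% with every replicate also reaching 60%; inconclusive means only one of the two criteria is met; inactive means mean below 60% and not all replicates reaching 60%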;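 further: luciferase light reporting Pax8 driven TPO promoter activity; plate controls were median of neutral control wells for no effect and mitoxantrone controls for full effect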
An asterisk follows results filed as active; & = joins results of further samples; [ ] = remark or other dose.

Results for COc1ccccc1/C=N/NC(=O)c1ccc(C)nc1 ?
EWS-Fli inh: -8; miR-122 sensor: 0; FN deposition inh: 2; DENV2 CPE rescue: 14; INS-1E GSIS act: 1; F508del corr: -0.8; PAX8 inh HTS: 7

What do the screens show for `CCCCn1c(N)c(N(Cc2ccccc2OC)C(=O)c2cc(=O)[nH]c3ccccc23)c(=O)[nH]c1=O`?
EWS-Fli inh: 6; FN deposition inh: 0; DENV2 CPE rescue: 5; INS-1E GSIS act: 26; F508del corr: -2.8; PAX8 inh HTS: 5

How did CCOC(=O)N1C=CC=C[C@@H]2[C@@H](N3C(=O)c4ccccc4C3=O)C(=O)N21 do in these assays?
EWS-Fli inh: 1; FN deposition inh: 8; DENV2 CPE rescue: 63*; INS-1E GSIS act: 2; PAX8 inh HTS: -2

How did CCOc1c(Br)cc(/C=C2\C(=O)N(CCC#N)N=C2C)cc1OC do in these assays?
miR-122 sensor: -7; FN deposition inh: -1; INS-1E GSIS act: -16; PAX8 inh HTS: -11

What do the screens show for `CC(C)CC(COCc1ccc(F)cc1)N1CCN(C(=O)c2cccc(C(F)(F)F)c2)CCC1=O` (stereo not drawn)?
EWS-Fli inh: 10; FN deposition inh: -9; DENV2 CPE rescue: -6; F508del corr: -0.1; PAX8 inh HTS: 11

How did COc1ccc2c3c(n(C)c2c1)[C@@H](CO)NCC31CN(C(=O)Nc2ccc3c(c2)OCO3)C1 do in these assays?
EWS-Fli inh: -4; DENV2 CPE rescue: 7; INS-1E GSIS act: -3; F508del corr: -0.6

Results for COc1cccc(OCCOc2ccc(/C=C3/SC(=S)NC3=O)cc2)c1 ?
EWS-Fli inh: -3; FN deposition inh: -2; DENV2 CPE rescue: inconclusive; INS-1E GSIS act: 5; F508del corr: -0.6; PAX8 inh HTS: -6

Results for COc1ccc2ccccc2c1/C=N/Nc1ccc(Cl)c(C(=O)O)c1 ?
EWS-Fli inh: -57; FN deposition inh: -3; DENV2 CPE rescue: -1; INS-1E GSIS act: 28; F508del corr: 1.7; PAX8 inh HTS: -34

Results for N#Cc1c2c(c(NCCOCCO)n3c1nc1ccccc13)CCCC2 ?
EWS-Fli inh: -6; miR-122 sensor: -4; FN deposition inh: 3; DENV2 CPE rescue: -3; INS-1E GSIS act: 3; F508del corr: -0.4; PAX8 inh HTS: 25

Results for O=[N+]([O-])c1ccc(F)cc1OCc1cccc(S(=O)(=O)N2CCOCC2)c1 ?
EWS-Fli inh: 0; FN deposition inh: 8; DENV2 CPE rescue: -6; INS-1E GSIS act: 4; F508del corr: 0.7; PAX8 inh HTS: -3

Results for CCn1c(CSc2nc(C)cc(C)n2)nnc1SCC(=O)Nc1ccccc1 ?
miR-122 sensor: 1; FN deposition inh: 4; PAX8 inh HTS: 2

Results for O=[N+]([O-])c1cc(-c2nnc(C34CC5CC(CC(C5)C3)C4)o2)cc([N+](=O)[O-])c1 ?
miR-122 sensor: -15; FN deposition inh: -1; PAX8 inh HTS: 16

Results for O=C(COC(=O)c1cccc(S(=O)(=O)N2CCN(c3ccccc3)CC2)c1)NCC1CCCO1 (stereo not drawn) ?
EWS-Fli inh: -9; miR-122 sensor: 2; FN deposition inh: 0; DENV2 CPE rescue: -7; INS-1E GSIS act: 33; F508del corr: -0.6; PAX8 inh HTS: 13

Results for CCOC(=O)N1CCN(C(=O)c2c[nH]c3ccc(S(=O)(=O)N(C)c4ccc(OCC)cc4)cc3c2=O)CC1 ?
EWS-Fli inh: 0; miR-122 sensor: -6; FN deposition inh: 3; DENV2 CPE rescue: 0; INS-1E GSIS act: -4; F508del corr: 0.7; PAX8 inh HTS: 4

How did CCCN(Cc1nnc(-c2ccccc2Cl)o1)C(=O)c1oc2ccccc2c1C do in these assays?
EWS-Fli inh: -7; miR-122 sensor: 0; FN deposition inh: -5; DENV2 CPE rescue: -11; INS-1E GSIS act: -2; F508del corr: 3.0; PAX8 inh HTS: 12

What do the screens show for `CCOC(=O)c1cc(NC(=O)c2ccc(Cl)cc2)c(=O)oc1-c1ccccc1`?
miR-122 sensor: 0; FN deposition inh: -3; PAX8 inh HTS: -23

Results for COc1ccc(S(=O)(=O)NCc2cccnc2)cc1C(=O)N1CCCCC1 ?
EWS-Fli inh: 5; FN deposition inh: 0; DENV2 CPE rescue: inconclusive; INS-1E GSIS act: 13; F508del corr: -0.4; PAX8 inh HTS: -21

How did CC(C)NS(=O)(=O)c1ccc(OCC(=O)N2CCCC2)cc1 do in these assays?
miR-122 sensor: 4; FN deposition inh: 9; INS-1E GSIS act: 7

What do the screens show for `COCCN1C(=O)N[C@@H](c2cccc(C(F)(F)F)c2)[C@@H](C(=O)OC)[C@H]1C`?
EWS-Fli inh: 1; miR-122 sensor: -4; FN deposition inh: -7; INS-1E GSIS act: -11; F508del corr: -1.9; PAX8 inh HTS: 13

What do the screens show for `C[C@@H]1CCCCO[C@H](CN(C)Cc2ccc(C(F)(F)F)cc2)[C@@H](C)CN([C@@H](C)CO)C(=O)c2cc(NC(=O)C3CCCCC3)ccc2O1`?
EWS-Fli inh: 18; miR-122 sensor: -5[16.7 µM]; DENV2 CPE rescue: -25; INS-1E GSIS act: -19; F508del corr: 1.0; PAX8 inh HTS: 34

How did CC(=O)Nc1ccc(NC(=O)C(=O)c2cn(CC(=O)N3CCCC3)c3ccccc23)cc1 do in these assays?
EWS-Fli inh: -16; miR-122 sensor: -4; FN deposition inh: 8; DENV2 CPE rescue: 11; INS-1E GSIS act: 27; F508del corr: 0.5; PAX8 inh HTS: -1

Results for Cc1ccc(OCCOCCOc2cccc3cccnc23)c(Br)c1 ?
FN deposition inh: -4; INS-1E GSIS act: -25; PAX8 inh HTS: 16

Results for O=C(C[C@@H]1C=C[C@@H](NC(=O)Nc2cccc(F)c2)[C@H](CO)O1)NCC1CCCCC1 ?
EWS-Fli inh: -2; FN deposition inh: -17; DENV2 CPE rescue: 8; INS-1E GSIS act: -4; F508del corr: -1.8; PAX8 inh HTS: 19

How did N#Cc1ccc2[nH]c(CO)c(-c3ccccc3)c2c1 do in these assays?
EWS-Fli inh: 9; FN deposition inh: -6; DENV2 CPE rescue: inconclusive; INS-1E GSIS act: -20; F508del corr: 2.5; PAX8 inh HTS: 13

Results for O=C(Cc1ccccn1)NCC[C@H]1CC[C@@H](NC(=O)c2ccccc2F)[C@@H](CO)O1 ?
EWS-Fli inh: -9; FN deposition inh: -25; DENV2 CPE rescue: 40*; INS-1E GSIS act: 12; F508del corr: 0.5; PAX8 inh HTS: -4

Results for O=C(c1cccc(S(=O)(=O)N2CCc3ccccc3C2)c1)N1CCN(c2ccc(O)cc2)CC1 ?
EWS-Fli inh: 11; FN deposition inh: -5; INS-1E GSIS act: 12; PAX8 inh HTS: 18

How did CC(C)(C)c1nnc(NC(=O)c2ccc(Cl)nc2)s1 do in these assays?
EWS-Fli inh: -136; FN deposition inh: 1; DENV2 CPE rescue: -4; INS-1E GSIS act: 7; F508del corr: -4.2; PAX8 inh HTS: -38

Results for Cc1ccccc1C(=O)NC1CCN(CC(=O)NCc2ccc(F)cc2)CC1 ?
EWS-Fli inh: -2; FN deposition inh: 3; DENV2 CPE rescue: 3; INS-1E GSIS act: -6; F508del corr: -0.3; PAX8 inh HTS: -23

What do the screens show for `CCN(CC)S(=O)(=O)c1ccc(N=NC2=C(O)CCCC2=O)cc1`?
EWS-Fli inh: 1; miR-122 sensor: 0; INS-1E GSIS act: 7; F508del corr: -3.8; PAX8 inh HTS: 17

How did CC(C)NC(=O)N(C)C[C@H]1Oc2ccc(NS(C)(=O)=O)cc2C(=O)N([C@H](C)CO)C[C@@H]1C do in these assays?
EWS-Fli inh: -11; miR-122 sensor: -6[16.7 µM]; FN deposition inh: -5; DENV2 CPE rescue: -9; INS-1E GSIS act: 8; F508del corr: -4.0; PAX8 inh HTS: -12

How did Cc1ccnc(NC(=O)c2ccc3c(c2)C(=O)N(CCC(C)C)C3=O)c1 do in these assays?
miR-122 sensor: 1; DENV2 CPE rescue: -2; INS-1E GSIS act: -20; F508del corr: 2.9; PAX8 inh HTS: -4

What do the screens show for `Cc1cccc(NC(=S)N2CCC(C(=O)c3ccc(F)cc3)CC2)c1C`?
EWS-Fli inh: -3; DENV2 CPE rescue: 0; INS-1E GSIS act: -11; F508del corr: 0.4

What do the screens show for `CC(=O)NC(Cc1ccc(F)c(F)c1)C(=O)NC1CCN(S(=O)(=O)c2ccc(C)cc2)CC1` (stereo not drawn)?
EWS-Fli inh: -2; miR-122 sensor: -8; FN deposition inh: -1; DENV2 CPE rescue: -4; INS-1E GSIS act: 0; F508del corr: 0.3; PAX8 inh HTS: -11

What do the screens show for `Cc1ccc(Cn2c(C)c(C(=O)NCc3cccc(C(F)(F)F)c3)sc2=O)cc1`?
EWS-Fli inh: 8; FN deposition inh: 3; DENV2 CPE rescue: 5; INS-1E GSIS act: 7; F508del corr: -4.2; PAX8 inh HTS: 17

What do the screens show for `CC(C)c1ccc(/C=C2\SC(N3CCOCC3)=NC2=O)cc1`?
EWS-Fli inh: 19; miR-122 sensor: 3; FN deposition inh: 4; DENV2 CPE rescue: 5; INS-1E GSIS act: 0; F508del corr: 0.5; PAX8 inh HTS: -29

Results for CCCc1nc2sc3c(c2c(=O)[nH]1)CCCC3 ?
EWS-Fli inh: -8; FN deposition inh: 0; DENV2 CPE rescue: -3; F508del corr: -0.4; PAX8 inh HTS: -28

Results for C#CCNC(=O)C1=C[C@H](c2ccc(C(F)(F)F)cc2)[C@@H](CCCO)[C@H](OCC)O1 ?
EWS-Fli inh: -2&0; miR-122 sensor: -4; FN deposition inh: 6; DENV2 CPE rescue: inconclusive; INS-1E GSIS act: -33; F508del corr: -1.5&-1.1; PAX8 inh HTS: 4&15

What do the screens show for `CC(C)C#Cc1cnc2c(c1)C(=O)N([C@@H](C)CO)C[C@H](C)[C@@H](CN(C)C(=O)c1cccc(F)c1)O2`?
EWS-Fli inh: -16; miR-122 sensor: 0[16.7 µM]; FN deposition inh: -5; DENV2 CPE rescue: -9; INS-1E GSIS act: -17; F508del corr: -1.2

What do the screens show for `COc1ccc(OC)c(N2CC(O)(c3cccs3)[N+]3=C2SCCC3)c1` (stereo not drawn)?
EWS-Fli inh: 10; miR-122 sensor: -7; FN deposition inh: 5; DENV2 CPE rescue: 9; INS-1E GSIS act: 13; F508del corr: 0.0; PAX8 inh HTS: 2

How did COc1cc(Br)cc(C=Nc2cccc(C(F)(F)F)c2)c1O do in these assays?
EWS-Fli inh: 11; FN deposition inh: -11; DENV2 CPE rescue: 5; INS-1E GSIS act: 0; F508del corr: 4.8; PAX8 inh HTS: 12

How did COc1cccc(NC(=O)N2[C@H](CO)[C@H](c3ccccc3)[C@H]2CNC(C)C)c1 do in these assays?
EWS-Fli inh: 4; miR-122 sensor: 18[16.7 µM]; FN deposition inh: 1; INS-1E GSIS act: -22; F508del corr: 0.9; PAX8 inh HTS: 11

Results for COc1ccc(OCC(=O)NNC(=O)c2c(-c3ccccc3Cl)noc2C)cc1 ?
EWS-Fli inh: 0; FN deposition inh: 4; DENV2 CPE rescue: 1; INS-1E GSIS act: -9; F508del corr: 1.0; PAX8 inh HTS: 5

How did COC(=O)c1c(C(=O)OC)c2n(c1C)CCS2 do in these assays?
EWS-Fli inh: -7; FN deposition inh: 1; DENV2 CPE rescue: -4; INS-1E GSIS act: 5; F508del corr: 0.1; PAX8 inh HTS: 5

How did CS(=O)(=O)Nc1ccc(C2=NN(S(C)(=O)=O)C(c3cccs3)C2)cc1 (stereo not drawn) do in these assays?
EWS-Fli inh: -23; miR-122 sensor: -7; FN deposition inh: 3; DENV2 CPE rescue: 1; INS-1E GSIS act: -4; F508del corr: 0.4; PAX8 inh HTS: -44
